H1N1 NS1A inhibition: H1N1 influenza NS1A inhibitors, functional cell based assay (AID 504329); NS1A functional cell-based assay, percent inhibition; higher % means a stronger effect; one-dose inhibition, % at 12.5 µM; IC50 in µM for titrated hits; 340,000 compounds, 0.3% hits; in the data active = a potency from the dose series; inconclusive = inhibition above about 27% without an active follow-up result; also: strong numbers were not always called active
H37Rv inhibition: M. tuberculosis growth inhibition, HTS (AID 449762); M. tuberculosis H37Rv growth inhibition, 7H9 media; higher % means a stronger effect; one-dose inhibition, % at 25 µM; IC50 in µM for titrated hits; 330,000 compounds, 0.59% hits; in the data active = a potency from the dose series; inconclusive = inhibition above about 70% without an active follow-up result;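 also: bacterial growth assessed after seven days of incubation; strong numbers were not always called active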
inhibitors of VEEV: inhibitors of VEEV TC-83 cytopathic effect, confirmation, Vero cells (AID 588727) | 350,000 compounds, 0.13% hits | Vero cells, VEEV TC-83 cytopathic effect inhibition; higher % means a stronger effect | inhibition, % at 20 µM; hits with a dose series show IC50 in µM; in the data active = a potency from the dose series; inconclusive = inhibition mostly from about 14% at the one dose, without a potency; inactive = the rest, 99 in 100 with inhibition below about 12%; also: strong numbers were not always called active
Salmonella PhoP GFP: Inhibition of PhoP regulon, Salmonella typhi GFP reporter cells, confirmation, 4 h (AID 1850); 310,000 compounds, 0.33% hits; Salmonella Typhi PhoP-promoter GFP reporter, fluorescence, 4 h; higher % means a stronger effect; one-dose inhibition, % at 50 µM; IC50 in µM for titrated hits; in the data active = a potency from the dose series; inconclusive = inhibition mostly from about 25% at the one dose, without a potency; inactive = the rest, 99 in 100 with inhibition below about 19%;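 also: 0% = induced wells with vehicle and 100% = uninduced wells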
M. tuberculosis: growth inhibition of non-replicating M. tuberculosis (AID 488890); Mycobacterium tuberculosis non-replicating, growth inhibition; higher % means a stronger effect; one-dose inhibition, % at 25 µM; IC50 in µM for titrated hits; 320,000 compounds, 0.39% hits; in the data active = a potency from the dose series; inconclusive = inhibition mostly from about 82% at the one dose, without a potency; inactive = the rest, 99 in 100 with inhibition below about 76%;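 also: plate controls were DMSO cells for no effect and high antibiotic wells for full effect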
* hit, by the source's call; i = inactive; ? = inconclusive; · = not tested or not shown.

SMILES | H1N1 NS1A inhibition | H37Rv inhibition | inhibitors of VEEV | Salmonella PhoP GFP | M. tuberculosis
O=C(CF)NC(Nc1cccc2cccnc12)C(Cl)(Cl)Cl (stereo not drawn) | -9% | -2% | i | 3% | 8%
O=C(NCCCN1CCOCC1)c1cc2c(s1)-c1ccccc1OC2 | 0% | 5% | 1.5% | 7% | 18%
CCOC(=O)c1sc(NC(=O)CCC(=O)O)nc1C | -6% | 0% | i | 19% | -4%
CCCn1nc(C(=O)OCc2nc(N)nc(Nc3ccccc3C)n2)c2ccccc2c1=O | 3% | -11% | 1.0% | · | 14%
CN(C(=O)c1ccc(NC(=O)C2CCCN(C(=O)OC(C)(C)C)C2)cc1)C1CCC1 (stereo not drawn) | -4% | -4% | i | · | 14%
Cc1cc(COc2ccccc2OCCN2CCN(C)CC2)no1 | 8% | 0% | 1.5% | 0% | -10%
Cc1cccc(NC(=O)c2ccc(C3SCC(=O)N3CCc3ccccc3)cc2)c1 (stereo not drawn) | 2% | 0% | 1.8% | -8% | 21%
CC1C(=O)N2CCCc3cc(S(=O)(=O)Nc4ccccc4C(N)=O)cc1c32 (stereo not drawn) | -3% | 3% | 0.2% | -1% | 30%
COCCCn1c(-c2cccs2)nc2nc3ccccc3nc21 | -10% | 2% | 9.5% | -2% | -3%
CCOc1ccc(/C=N/NC(=O)CC(=O)NCc2ccccc2)cc1 | -11% | -5% | i | -1% | -8%
NS(=O)(=O)c1ccc(NC(=O)C2Cc3ccccc3CN2C(=O)c2ccco2)cc1 (stereo not drawn) | -3% | -4% | 1.6% | 4% | 12%
Fc1ccccc1N1CCN(C(c2cccs2)c2nnnn2CCc2ccccc2)CC1 (stereo not drawn) | 6% | 11% | i | 6% | 16%
CCOCCCNC(=O)c1cc(=O)n(Cc2cccc(C)c2)c2ccccc12 | 8% | 2% | i | -2% | 22%
COC(=O)c1ccc(NC(=O)CSc2nnc(-c3ccccc3Br)n2-c2ccccc2)cc1 | 1% | 11% | i | -5% | -5%
CCOC(=O)c1[nH]c2c(c1C)C(=O)CC(c1ccc(OC)c(OC)c1)C2 (stereo not drawn) | 3% | -9% | 1.3% | -1% | -2%
Cc1ccc(OCCC(=O)OCC(=O)c2c(N)n(C)c(=O)n(C)c2=O)cc1 | 4% | 2% | 0.4% | 1% | 21%
COc1cccc(NC(=O)CN(C)CC(=O)Nc2ccc3c(c2)CCC3)c1 | 5% | 47% | 1.2% | -7% | ?
CNc1ccc(C(=O)OCC(=O)NCc2ccc3c(c2)OCO3)cc1[N+](=O)[O-] | -8% | -7% | 0.4% | · | -15%
CN(C(=O)c1ccc(S(=O)(=O)c2cccc(Cl)c2)c([N+](=O)[O-])c1)C1CCCCC1 | 5% | 4% | 8.3% | -3% | 48%
O=C(O)CCn1c(C2CCCCC2)nc2ccccc21 | -2% | 2% | 0.6% | 7% | 6%
CC(C)OCCCNC(=O)C1CC(=O)N(CCc2ccc(F)cc2)C1 (stereo not drawn) | -4% | 0% | 1.5% | -5% | -23%
O=C(C[n+]1cc(-c2ccc(Br)cc2)n2c1CCCCC2)c1ccccc1 | 0% | 44% | 2.3% | 10% | 2%
O=C(N[C@@H](Cc1ccccc1)C(=O)N1CCC2(CC1)NCCc1[nH]cnc12)c1cccc(Br)c1 | 4% | -5% | i | 0% | 2%
COc1ccc(C(=O)Nc2ccc(C(=O)OCC(=O)c3cccc4ccccc34)cc2)cc1 | -13% | 1% | 0.6% | -5% | 3%
NC(=S)c1ccc(C(N)=S)o1 | 3% | 2% | 1.3% | -11% | 2%
O=[N+]([O-])c1ccc(CS(=O)Cc2ccccc2)cc1 (stereo not drawn) | -26% | · | i | · | ·
Oc1ccc(Br)cc1C=Nc1ccc2[nH]ncc2c1 | 2% | -4% | 1.2% | -1% | -17%
COc1ccc(NC(=O)c2nn(C)cc2[N+](=O)[O-])cc1 | -2% | -16% | 12% | -2% | -9%
COC(=O)c1ccc(S(=O)(=O)c2ccc(C(=O)OC)s2)s1 | · | 3% | · | -9% | 63%
CC1CC1c1ccc(/C=C(\C#N)C(=O)Nc2ccc(Cl)cc2Cl)o1 (stereo not drawn) | 0% | 10% | 1.4% | -4% | 64%
CCN(CC)CCCn1c2c(c(SCC(=O)Nc3ccc4c(c3)OCO4)nc1=O)CCC2 | -1% | 0% | 1.3% | 1% | 8%
CC(=O)c1ccc(OCCNS(=O)(=O)c2ccc(-n3cnnn3)cc2)cc1 | -10% | -3% | 0.4% | -3% | 3%
N#CC(c1cccc(C(F)(F)F)c1)(c1ncc(C(F)(F)F)cc1Cl)N1CCOCC1 (stereo not drawn) | 7% | 2% | i | -1% | 0%
Cc1cc(NC(=O)CSc2nc3ccccc3c(=O)n2Cc2ccc(F)cc2)no1 | 6% | 7% | 1.7% | -1% | 4%
COc1ccc(S(=O)(=O)N2CCN(C(=O)CCC3CCCC3)CC2)cc1 | 0% | 3% | i | -1% | ·
COc1ccc(-c2nnc(CSc3nc4ccccc4c(=O)n3C)o2)cc1OC | 0% | 1% | 3.4% | -4% | -1%
CCc1ccc(NC(=O)Cn2ncc3c4ccccc4n(C)c3c2=O)cc1 | -13% | 3% | i | -2% | -1%
C=CC[C@@H](CC(=O)N(CCO)Cc1ccccc1)C(=O)N[C@@H](COC(=O)[C@@H](CC=C)Cc1ccc(F)cc1)Cc1ccccc1 | 9% | 3% | 4.5% | · | 35%
CC1(C)S[C@@H]2[C@H](NC(=O)COc3ccccc3)C(=O)N2C1C(=O)OCc1ccccc1 (stereo partly drawn) | 10% | 5% | 1.3% | -6% | 30%
COC(=O)[C@H](Cc1ccccc1)NC(=O)N1CC(C)OC(C)C1 (stereo partly drawn) | -21% | -2% | 0.1% | -19% | 1%

Part of the list above in order of SMILES length, low to high:
SMILES | H1N1 NS1A inhibition | H37Rv inhibition | inhibitors of VEEV | Salmonella PhoP GFP | M. tuberculosis
NC(=S)c1ccc(C(N)=S)o1 | 3% | 2% | 1.3% | -11% | 2%
Oc1ccc(Br)cc1C=Nc1ccc2[nH]ncc2c1 | 2% | -4% | 1.2% | -1% | -17%
O=[N+]([O-])c1ccc(CS(=O)Cc2ccccc2)cc1 (stereo not drawn) | -26% | · | i | · | ·
COc1ccc(NC(=O)c2nn(C)cc2[N+](=O)[O-])cc1 | -2% | -16% | 12% | -2% | -9%
CC(C)OCCCNC(=O)C1CC(=O)N(CCc2ccc(F)cc2)C1 (stereo not drawn) | -4% | 0% | 1.5% | -5% | -23%
CCc1ccc(NC(=O)Cn2ncc3c4ccccc4n(C)c3c2=O)cc1 | -13% | 3% | i | -2% | -1%
CC1CC1c1ccc(/C=C(\C#N)C(=O)Nc2ccc(Cl)cc2Cl)o1 (stereo not drawn) | 0% | 10% | 1.4% | -4% | 64%
O=C(C[n+]1cc(-c2ccc(Br)cc2)n2c1CCCCC2)c1ccccc1 | 0% | 44% | 2.3% | 10% | 2%
CC(=O)c1ccc(OCCNS(=O)(=O)c2ccc(-n3cnnn3)cc2)cc1 | -10% | -3% | 0.4% | -3% | 3%
Cc1cc(NC(=O)CSc2nc3ccccc3c(=O)n2Cc2ccc(F)cc2)no1 | 6% | 7% | 1.7% | -1% | 4%
CCN(CC)CCCn1c2c(c(SCC(=O)Nc3ccc4c(c3)OCO4)nc1=O)CCC2 | -1% | 0% | 1.3% | 1% | 8%
N#CC(c1cccc(C(F)(F)F)c1)(c1ncc(C(F)(F)F)cc1Cl)N1CCOCC1 (stereo not drawn) | 7% | 2% | i | -1% | 0%
CC1(C)S[C@@H]2[C@H](NC(=O)COc3ccccc3)C(=O)N2C1C(=O)OCc1ccccc1 (stereo partly drawn) | 10% | 5% | 1.3% | -6% | 30%
O=C(N[C@@H](Cc1ccccc1)C(=O)N1CCC2(CC1)NCCc1[nH]cnc12)c1cccc(Br)c1 | 4% | -5% | i | 0% | 2%
C=CC[C@@H](CC(=O)N(CCO)Cc1ccccc1)C(=O)N[C@@H](COC(=O)[C@@H](CC=C)Cc1ccc(F)cc1)Cc1ccccc1 | 9% | 3% | 4.5% | · | 35%

Further structures.
SMILES | H1N1 NS1A inhibition | H37Rv inhibition | inhibitors of VEEV | Salmonella PhoP GFP | M. tuberculosis
CN(CC(=O)Nc1cccc(F)c1)C(=O)c1ccccc1OCC(=O)Nc1cccc(C(F)(F)F)c1 | -3% | -3% | 5.3% | -1% | ·
Cn1c(Cl)c(C(=O)Nc2ccccc2)c2ccccc21 | 5% | 1% | 5.8% | -9% | -3%
Cc1cc2ccccc2c(=O)n1CC(=O)Nc1ccc2c(c1)OCO2 | 3% | -4% | 0.6% | 3% | -1%
O=C(O)/C=C\C(=O)NNC(=O)c1cc(-c2ccccc2)n[nH]1 | 16% | 1% | 0.6% | 17% | 2%
CC(=Nc1ccccc1)Nc1ccccc1 | 11% | -11% | 1.2% | 2% | -7%
Cc1nc2ccccc2c(=O)n1-c1ccc(Cl)cc1[N+](=O)[O-] | -8% | 4% | 0.6% | -7% | 14%
CCCCCC/C=C/c1ccc(OC)c([C@H]2[C@H]3C=CC[C@@H](C)[C@@H]3C(=O)N2Cc2ccccc2)c1 | 6% | 9% | i | -16% | 1%
CCOC(=O)C1=C(C)NC(=S)NC1c1ccc(OCC(=O)N2CCCCC2)cc1 (stereo not drawn) | 9% | 1% | 1.6% | -7% | 1%
O=C(NCC1(c2ccccc2)CCCC1)C(=O)NCC1(c2ccccc2)CCCC1 | 2% | · | i | · | ·
Cc1ccc(NC(=S)NNc2ccc([N+](=O)[O-])cc2S(=O)(=O)Nc2ccccc2C(=O)O)cc1C | 26% | -2% | 1.8% | 5% | 50%

Full records, quoted from the list. Order of screens: H1N1 NS1A inhibition | H37Rv inhibition | inhibitors of VEEV | Salmonella PhoP GFP | M. tuberculosis
CCOC(=O)C1=C(C)NC(=S)NC1c1ccc(OCC(=O)N2CCCCC2)cc1 (stereo not drawn) is listed with 9% | 1% | 1.6% | -7% | 1%
CC(=Nc1ccccc1)Nc1ccccc1 is listed with 11% | -11% | 1.2% | 2% | -7%

The results go on.
SMILES | H1N1 NS1A inhibition | H37Rv inhibition | inhibitors of VEEV | Salmonella PhoP GFP | M. tuberculosis
COc1ccc(NC(=O)c2ccccc2NC(=O)c2ccccc2C(=O)O)c(OC)c1 | -4% | 1% | 0.3% | 0% | 1%
COc1ccc(OCCN2C(=O)c3ccccc3C2=O)c([N+](=O)[O-])c1 | 3% | -4% | 1.7% | -11% | 16%
COc1ccccc1C(=O)N1CCN(c2cccc(C(F)(F)F)c2)CC1 | 0% | 1% | 2.4% | 6% | -1%
Cc1cc(C)n(/N=C/c2ccc(O)cc2)c(=O)c1C#N | -6% | -1% | 0.8% | 5% | -4%
Cc1ccccc1OCC(=O)N1CCCc2ccccc21 | 0% | 6% | i | 1% | 71%
O=C(O)COCC(=O)Nc1ccc2c(c1)ncn2CCc1ccccc1 | 9% | 6% | 1.2% | 2% | 0%
O=C(COc1ccc(S(=O)(=O)N2CCCCC2)cc1)N1CCN(Cc2ccccc2)CC1 | -7% | -2% | 0.6% | 11% | 18%
CC(OCCN1CCCC1)(c1ccc(F)cc1)c1ccc(F)cc1 | -6% | 1% | i | -1% | 3%
Cc1cnc(C(=O)Nc2ccc(C)c(S(=O)(=O)N3CCCCCC3)c2)cn1 | -14% | · | 7.6% | · | ·
Cc1ccc(CN(C(=O)c2csnn2)C(C(=O)NC2CCCC2)c2ccccn2)cc1 (stereo not drawn) | 9% | 5% | i | 2% | 2%
COc1ccc(C(=O)Nc2ccc(C(=O)Nc3nccs3)cc2)cc1[N+](=O)[O-] | 5% | 12% | i | 1% | -19%
COc1ccc(CNC(=O)C2CC(=O)N(c3ccc(OCC(=O)N4CCCCC4)cc3)C2)cc1 (stereo not drawn) | 3% | 1% | i | -2% | 0%
CCN(CC)Cc1cc(C(=O)O)c(-c2ccccc2)o1 | -10% | -4% | i | -9% | -5%
Cc1c(N2CCCC2)cc2c(c1N)C(C)(C)CC2(C)C | -9% | 1% | 2.7% | -3% | 69%
COc1ccccc1N/N=C/c1c(CO)cnc(C)c1O | 2% | 1% | i | 3% | -4%
CC(Cc1ccccc1)NC(=O)/C=C/c1ccc([N+](=O)[O-])cc1 (stereo not drawn) | 23% | 4% | i | -8% | 21%
CCc1ccc(OCCCC(=O)O)c(Br)c1 | -9% | 0% | 0.2% | -11% | 7%
COC(=O)c1ccc(C(=O)N(CCN(C)C)c2nc3c(Cl)cccc3s2)cc1 | -9% | 4% | 0.2% | -1% | -4%
CC(C)(C)C(=O)CC(=O)Nc1ccc(Cl)c(N)c1 | 2% | 22% | 0.0% | -8% | -8%
CC(C)OCCCNC(=O)c1ccccc1Oc1ccccc1 | 4% | 4% | 0.7% | -5% | 8%
O=C(N/N=C/c1c(O)n(-c2ccccc2Cl)c(=O)c2ccccc12)C1COc2ccccc2O1 (stereo not drawn) | 1% | 9% | ? | 0% | 9%
Cc1cc(C(=O)COc2ccc(Cl)cc2Br)c(C)n1C | -8% | 7% | 5.0% | -7% | 37%

Assay outcomes as filed in PubChem.
